Screening results from PubChem.
HttQ103 aggreg = qHTS Multiplex Assay to Identify Dual Action Probes in a Cell Model of Huntington: Aggregate Formation (GFP); PC12 HttQ103-GFP aggregates, Acumen cytometry, 40 h; Potency, µM (titrated, usually from 46.1 µM), inactives show at the highest dose activity change, negative = inhibition, actives largely listed as inhibitors; 220,000 compounds, 1.1% hits; AID 1688, 2009; further: potency means the concentration at half of the fitted maximal effect; on the % scale 0 is the no-effect control and ±100 the full control effect; nearly all actives have a fitted effect of over 60% in size
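Aggregates are detected as GFP objects 1–25 µm with signal 6 STDEV over background in lysates of induced PC12 cells. These carry Huntingtin exon 1 with 103 glutamines fused to GFP under an ecdysone promoter; compounds titrated.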
CBFb RUNX1 block = qHTS Assay for Compounds Blocking the Interaction Between CBF-beta and RUNX1 for the Treatment of Acute Myeloid Leukemia. Runt-related transcription factor 1 (Homo sapiens) + Core-binding factor subunit beta …. AlphaScreen CBFb-His/RUNX1-biotin binding, biochemical. Potency, µM (top dose mostly 59.8 µM), inactives show at the highest dose activity, negative = inhibition, actives largely listed as inhibitors. 230,000 tested, under 10 active; further: % of control where 0% means no effect
Target sequence (Q01196 whole entry, looked up): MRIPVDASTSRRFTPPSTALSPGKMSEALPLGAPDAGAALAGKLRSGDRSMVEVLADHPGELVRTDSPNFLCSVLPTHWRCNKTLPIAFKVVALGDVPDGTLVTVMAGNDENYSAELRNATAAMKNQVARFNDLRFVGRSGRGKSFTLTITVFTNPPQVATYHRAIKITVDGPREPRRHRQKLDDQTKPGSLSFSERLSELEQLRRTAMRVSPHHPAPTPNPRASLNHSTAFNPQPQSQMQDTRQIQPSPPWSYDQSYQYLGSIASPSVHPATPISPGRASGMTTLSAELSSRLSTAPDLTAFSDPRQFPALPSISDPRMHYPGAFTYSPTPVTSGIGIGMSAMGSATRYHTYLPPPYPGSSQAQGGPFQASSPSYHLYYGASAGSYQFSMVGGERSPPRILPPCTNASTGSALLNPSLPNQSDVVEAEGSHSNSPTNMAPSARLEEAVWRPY
Target sequence (Q13951 whole entry, looked up): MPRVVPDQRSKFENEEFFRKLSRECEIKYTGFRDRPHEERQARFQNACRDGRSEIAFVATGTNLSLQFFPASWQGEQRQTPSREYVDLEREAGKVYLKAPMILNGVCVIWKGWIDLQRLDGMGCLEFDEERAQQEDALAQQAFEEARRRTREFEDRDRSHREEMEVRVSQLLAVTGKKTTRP
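Compounds were screened at multiple concentrations against a preformed CBF-beta(His)/RUNX1(biotin) complex (30 nM of each) for 15 min at room temperature, followed by 90 min with nickel and streptavidin beads and AlphaScreen reading.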
L3MBTL1 inh = qHTS Assay for the Inhibitors of L3MBTL1; AlphaScreen L3MBTL1–H3K9me1 peptide binding; Potency, µM (doses to about 57.1 µM), for the others: top-dose activity, negative = inhibition, actives largely listed as inhibitors; 230,000 compounds, 0.66% hits; further: potency means the concentration at half of the fitted maximal effect; on the % scale 0 is the no-effect control and ±100 the full control effect; nearly all actives have a fitted effect of over 60% in size
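Displacement of a biotinylated histone H3(1-15) peptide monomethylated at Lys9 (75 nM) from L3MBTL1 (50 nM) was measured by AlphaScreen after a 30 min room-temperature compound incubation; cefsulodin titration served as intraplate control.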
NPSR antag = qHTS Assay for Antagonists of the Neuropeptide S Receptor: cAMP Signal Transduction | Q6W5P4 | AID 1461, 2008 | 220,000 compounds, 1% hits | Potency, µM (highest dose often 38.3 µM), for inactives: at the top dose activity change, negative = inhibition, actives largely listed as inhibitors | CHO-NPSR cells, cAMP TR-FRET, antagonist mode; further: potency means the concentration at half of the fitted maximal effect; on the % scale 0 is the no-effect control and ±100 the full control effect; nearly all actives have a fitted effect of over 50% in size; many of its hits are not listed in these tables
Target sequence (Q6W5P4 whole entry, looked up): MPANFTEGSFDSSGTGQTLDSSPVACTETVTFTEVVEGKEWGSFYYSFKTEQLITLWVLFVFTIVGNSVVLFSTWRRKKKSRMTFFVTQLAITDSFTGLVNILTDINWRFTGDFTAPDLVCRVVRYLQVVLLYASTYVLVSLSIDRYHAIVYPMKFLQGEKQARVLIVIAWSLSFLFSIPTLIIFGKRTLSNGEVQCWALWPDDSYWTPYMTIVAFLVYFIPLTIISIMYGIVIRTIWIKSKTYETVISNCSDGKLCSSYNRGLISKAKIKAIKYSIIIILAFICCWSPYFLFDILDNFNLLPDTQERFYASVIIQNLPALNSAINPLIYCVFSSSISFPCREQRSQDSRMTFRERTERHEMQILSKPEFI
IMPase Li cell = qHTS Assay for Identifying the Cell-Membrane Permeable IMPase Inhibitors: Potentiation with Lithium; CHO-M1 cells, IP1 TR-FRET (IP-One), carbachol + lithium; Potency, µM (top dose mostly 59.4 µM), inactives show top-dose activity, negative = IMPase inhibition, usual class: inhibitors; 210,000 compounds, 0.35% hits; AID 1457, 2008;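 further: IP1 builds up when IMPase is blocked and the TR-FRET signal falls; potency means the concentration at half of the fitted maximal effect; plate controls were basal vehicle for no effect and high inhibitor control for full effect; nearly all actives have a fitted effect of over 50% in size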
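Test compounds were applied to CHO-M1 cells previously cultured for 16–30 h at 2000 per well. A small lithium amount accompanied them; after 30 min at 37C, IP1 was quantified by TR-FRET.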
Luc counter = Counterscreen for Luciferase (Kinase-Glo TM) Inhibition; Luciferin 4-monooxygenase (Photuris pensylvanica), Q27757; Kinase-Glo luciferase, ATP luminescence, 8 min; Potency, µM (doses to about 38.3 µM), for inactives: top-dose activity change, negative = inhibition, hits mostly inhibitors; 200,000 compounds, 0.28% hits; AID 1379, 2008; further: potency means the concentration at half of the fitted maximal effect; on the % scale 0 is the no-effect control and ±100 the full control effect; nearly all actives have a fitted effect of over 60% in size
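Kinase-Glo luciferase light output from ATP and luciferin was measured with 10 uM ATP, within the enzyme's linear range. Buffer: 50 mM imidazole pH 7.2, 50 mM KCl, 7 mM MgCl2, 0.01% Tween 20, 0.05% BSA; luminescence read after 8 min at ambient temperature.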
Epigenetic derep = Quantitative High-Throughput Screen for Regulators of Epigenetic Control; Potency, µM (titrated, usually from 53.9 µM), without a hit: at the top dose GFP activation, hits mostly activators; 280,000 compounds, 0.2% hits; AID 1865, 2009; murine LDR cells, GFP reporter derepression, 30 h; further: potency means the concentration at half of the fitted maximal effect; % of control where 0% means no effect; nearly all actives have a fitted effect of over 60% in size
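Derepression of a silenced CMV-GFP reporter in murine LDR cells is scored by enumerating GFP-positive cells with a laser-scanning microplate cytometer after 30 hours of treatment at 37 C.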
* marks the source's active call; other numbers are inactive results; ? = inconclusive; . = no result given; [ ] = remark or other dose. The call rests on the fitted dose curve; in most records, active means well fitted curve in the direction sought with a large enough effect; inconclusive means small, poorly fitted or top-dose-only effect, or another doubt; inactive means no such curve, though single readings can be large; an effect the other way counts as inactive or inconclusive. Some of the compounds tested; count on the stated rates, not on these rows.

cpd	Molecule	HttQ103 aggreg	CBFb RUNX1 block	L3MBTL1 inh	NPSR antag
1	CCn1c(SCC(=O)NCC2CCCO2)nnc1-c1ccc(S(=O)(=O)N2CCN(C)CC2)cc1 (stereo unspecified)	-7%[9.22 µM]	10%	0%	2%
2	CCn1c(SCC(=O)NC2CCCCC2)nc2c(c1=O)SC(C)C2 (stereo unspecified)	-14%	-1%	11%	-16%[46.1 µM]
3	NC(=O)[C@@H]1CC2(CC(c3cccc(NC(=O)CC(c4ccccc4)c4ccccc4)c3)=NO2)CN1C(=O)c1ccc(Cl)cc1 (stereo partly specified)	3%[9.22 µM]	35%	.	-1%
4	Cn1c(=O)c2c(-c3ccc(OC(F)F)cc3)cc(-c3ccccc3)nc2n(C)c1=O	-9%[9.22 µM]	3%	.	?
5	COc1ccc(C(=O)Nc2c(Cl)cc(Cl)cc2C(=O)NCc2ccco2)cc1	6%	10%	34%	-19%[46.1 µM]
6	Cc1cc(NC(=O)CCN2C(=O)/C(=C\c3ccccc3)SC2=S)no1	43%[9.22 µM]	-1%	-3%	-32%
7	Cc1[nH][nH]c(=O)c1C=Nc1ccc(C(F)(F)F)cc1	-10%	5%	-14%	7%
8	Cn1nnc(C(O)CNCc2cccs2)n1 (stereo unspecified)	11%	1%	3%	1%[46.1 µM]
9	OC(CNCc1ccccc1)COCc1ccc(Cl)cc1 (stereo unspecified)	-4%	-2%	-10%	13%
10	O=C1C2C3C=CC(CC3)C2C(=O)N1/N=C/c1ccc(O)c(O)c1 (stereo unspecified)	?	-5%	-7%	15%
11	NS(=O)(=O)c1ccc(CCNC2CC(=O)N(Cc3ccccc3)C2=O)cc1 (stereo unspecified)	2%	4%	7%[11.4 µM]	7%[46.1 µM]
12	CCCC(=O)Nc1ccc(C(=O)NCC2CCCO2)cc1 (stereo unspecified)	2%	0%	.	3%[46.1 µM]
13	O=C(c1cc[n+]([O-])cc1)N1CCc2c([nH]c3ccccc23)C1c1ccccc1Cl (stereo unspecified)	-1%[9.22 µM]	?	-11%	24%
14	Cc1ccc2[nH]c(=O)c(COC(=O)c3ccccn3)cc2c1	-5%	12%	2%	-8%[7.67 µM]
15	CC(C)(CN1CCc2ccccc2C1)NS(=O)(=O)c1ccccc1	12%[9.22 µM]	6%	4%	8%

cpd	IMPase Li cell	Luc counter	Epigenetic derep
1	0%	-1%	9.5%
2	6%[38.3 µM]	-2%	-0.1%
3	.	.	-0.4%
4	.	.	0.0%
5	3%	-1%	3.0%
6	.	.	-1.4%
7	-5%	8%	-5.3%
8	0%[38.3 µM]	-2%	-1.0%
9	0%	4%	-1.1%
10	0%	1%	2.1%
11	18%[38.3 µM]	3%	0.0%
12	2%[38.3 µM]	-5%	0.0%
13	13%	2%	0.1%
14	-13%[38.3 µM]	-2%	-3.1%
15	.	.	2.0%

Next records follow.
cpd	Molecule	HttQ103 aggreg	CBFb RUNX1 block	L3MBTL1 inh	NPSR antag
16	C/C(CC(=O)Nc1ccc(Cl)cc1)=N\NC(=O)C(=O)NCCO	2%	0%	12%	14%
17	Brc1csc2ncccc12	0%[9.22 µM]	5%	-5%	-17%
18	COC(=O)c1nnn(-c2nonc2N)c1CSc1nnc(C)s1	-4%	4%	.	13%
19	Cc1cccc(CS(=O)(=O)Cc2ccc(C(=O)NCC3CCCO3)o2)c1 (stereo unspecified)	9%	8%	3%	-2%[46.1 µM]
20	Cc1ccc(NC(=O)/C(=C/c2ccco2)c2ccccc2)c(C)c1	-15%	3%	.	-18%[46.1 µM]
21	CCCCCCCNC(=O)CC(NS(=O)(=O)c1ccc(NC(C)=O)cc1)C(C)C (stereo unspecified)	-3%	-10%	-1%	8%
22	COc1cc(C(C2=C(O)CC(C)(C)CC2=O)C2C(=O)CC(C)(C)CC2=O)cc(OC)c1OC (stereo unspecified)	19%	8%	.	-4%
23	COc1cc(C(=O)NCC(=O)OCc2ccccc2Cl)cc(OC)c1OC	31%	-2%	-4%[2.29 µM]	6%
24	COc1ccc(-c2ncncc2-c2csc(C)n2)c(O)c1	-10%	4%	-5%	-5%[46.1 µM]
25	Cc1ccc(NCCC(=O)c2ccccc2)cc1Cl	-6%	2%	-7%	-41%
26	Nc1ccc(C(=O)OCC(=O)Nc2ccc3c(c2)OCO3)cc1[N+](=O)[O-]	-3%	?	-8%	5%
27	O=C(c1ccc(S(=O)(=O)N2CCCCC2)cc1)c1nnc(-c2ccc(Cl)cc2)o1	6%	6%	-3%	1%[46.1 µM]
28	C=CCn1c(=O)c2c(nc3n2CCN3c2cccc(Cl)c2C)n(C)c1=O	-20%	0%	-3%	-17%[46.1 µM]
29	COc1ccc(NC(=O)n2nc(OC(=O)c3cccs3)cc2N)cc1	-9%[9.22 µM]	0%	9%	-28%
30	c1nnc(NC2=NCCCCC2)s1	15%	-2%	10%	-2%[46.1 µM]

cpd	IMPase Li cell	Luc counter	Epigenetic derep
16	-5%	4%	0.0%
17	.	.	0.1%
18	-4%	8%	2.7%
19	15%[38.3 µM]	3%	-1.1%
20	26%[38.3 µM]	-3%	0.7%
21	-11%	11%	-1.0%
22	3%	2%	2.6%
23	4%	0%	1.2%
24	3%[38.3 µM]	0%	-0.8%
25	0%	3%	4.7%
26	-4%	-2%	1.1%
27	-17%[38.3 µM]	-5%	-1.1%
28	-12%[38.3 µM]	0%	-0.9%
29	-10%	.	0.4%
30	6%	0%	1.2%

Quoted at random: two compounds from above.
cpd	Molecule	HttQ103 aggreg	CBFb RUNX1 block	L3MBTL1 inh	NPSR antag
17	Brc1csc2ncccc12	0%[9.22 µM]	5%	-5%	-17%
26	Nc1ccc(C(=O)OCC(=O)Nc2ccc3c(c2)OCO3)cc1[N+](=O)[O-]	-3%	?	-8%	5%

cpd	IMPase Li cell	Luc counter	Epigenetic derep
17	.	.	0.1%
26	-4%	-2%	1.1%

More results:
cpd	Molecule	HttQ103 aggreg	CBFb RUNX1 block	L3MBTL1 inh	NPSR antag
31	CCOc1ccc(N2CC(C(=O)Nc3ccccn3)CC2=O)cc1 (stereo unspecified)	18%[9.22 µM]	-16%	1%	-7%
32	CCOC(=O)C1(Cc2ccccc2C)CCCN(Cc2cc(OC)c(O)c(OC)c2)C1 (stereo unspecified)	14%[9.22 µM]	4%	-19%	8%
33	Cc1cccn2c(=O)c(/C=C(\C#N)C(=O)NCc3ccccc3)c(N3CCC(C(N)=O)CC3)nc12	16%[9.22 µM]	7%	2%	-20%
34	CCCNS(=O)(=O)c1ccc(CCC(=O)NCc2ccc3c(c2)OCO3)cc1	15%	3%	3%	-5%[46.1 µM]
35	C/C(=N\Nc1ncc(Cl)cc1Cl)c1ccc(OC(F)F)cc1	-21%	-29%	1%	-5%
36	COc1ccc(CNc2nc3c(c(=O)[nH]c(=O)n3C)n2CCCc2ccccc2)cc1	10%	0%	-3%	-4%[46.1 µM]
37	Cc1nc2ccc(S(=O)(=O)NCC(=O)N3CCc4ccccc4C3)cc2s1	5%	5%	8%	-4%[46.1 µM]
38	CSc1nnc(-c2sc3cc(C(F)(F)F)cnc3c2-c2cccnc2)n1C	25%	-2%	.	-4%[46.1 µM]
39	Cc1nn(-c2ccccc2)c(Cl)c1/C=N/NC(N)=O	-24%[9.22 µM]	12%	.	1%
40	S=c1[nH]nc(-c2ccncc2)n1CC1CCCO1 (stereo unspecified)	-3%	1%	-5%	-8%[46.1 µM]
41	Cc1cc(NS(=O)(=O)c2ccc(NC(=O)Nc3ccccc3)cc2)no1	-14%	0%	.	-10%[46.1 µM]
42	Oc1ccccc1CNCCCNCc1ccccc1O	-7%	3%	1%	10%[46.1 µM]
43	Cc1cccc(NC(=O)CN2NS(=O)(=O)c3ccccc3C2=O)c1	-1%	1%	.	-4%[46.1 µM]
44	CCCn1c(SCC(=O)NCCc2ccccc2)nnc1C(C)C	20%[9.22 µM]	6%	.	17%
45	CCCCn1c(Nc2ccccc2)nc2ccccc21	8%	-1%	.	-1%[46.1 µM]

cpd	IMPase Li cell	Luc counter	Epigenetic derep
31	1%	-2%	4.2%
32	19%	0%	12%
33	.	.	-1.2%
34	3%[38.3 µM]	2%	-1.0%
35	-2%	6%	-1.1%
36	5%[38.3 µM]	-1%	-1.0%
37	0%[38.3 µM]	-3%	-7.0%
38	17%[38.3 µM]	-2%	-0.7%
39	.	.	1.0%
40	-6%[38.3 µM]	-5%	-2.3%
41	-3%[38.3 µM]	1%	0.0%
42	-2%[38.3 µM]	1%	-4.5%
43	24%[38.3 µM]	-1%	-4.7%
44	.	.	0.0%
45	-8%[38.3 µM]	-5%	-3.1%

(cont.)
cpd	Molecule	HttQ103 aggreg	CBFb RUNX1 block	L3MBTL1 inh	NPSR antag
46	NC(=O)c1ccccc1NC(=O)CCN1C(=O)c2ccccc2C1=O	8%	4%	0%	-8%[46.1 µM]
47	CCC(C)c1ccc(NC(=O)COC(=O)C2=COCCO2)cc1 (stereo unspecified)	16%[9.22 µM]	0%	.	-7%[46.1 µM]
48	COC(=O)CCS(=O)(=O)c1ccc(Cl)cc1	11%	1%	.	0%[46.1 µM]
49	CCN(CCCNC(=O)CCNC(=O)Cn1cnc2ccccc2c1=O)c1cccc(C)c1	?	0%	-7%	-9%[46.1 µM]
50	Cc1cc(C)n(-c2ccc(C(=O)OCC(=O)NCc3ccc(Cl)cc3)cc2)n1	3%	5%	-10%	25%
51	COc1cccc(/C=N/NC(=O)CCNc2n[nH]c(=O)[nH]c2=O)c1OC	-25%[9.22 µM]	6%	-7%	-6%
52	COc1ccccc1/C=C/C(=O)NC(=S)NC(C)C	15%	-2%	10%	-27%
53	CN1C(=O)CC2(CC(=O)N(Cc3ccccc3)C2)C1=O (stereo unspecified)	3%	-7%	12%	4%[46.1 µM]

cpd	IMPase Li cell	Luc counter	Epigenetic derep
46	0%[38.3 µM]	-3%	-0.4%
47	-4%[38.3 µM]	2%	1.6%
48	11%[38.3 µM]	-2%	-4.5%
49	1%	9%	1.8%
50	?	4%	0.5%
51	-15%	-2%	-0.6%
52	8%	1%	1.8%
53	9%	-2%	-0.8%
